NFkB binder: binds human NF-kappa-B p105 on microarray | P19838 | Small molecule microarray, anti-His fluorescence binding | calls only | 17,000 compounds, 1.3% hits | AID 624139;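 active = spot fluorescence over background significantly raised, with a chance value under 7% in all four replicate spots of the compound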;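 also: probe protein is his-tagged human p50 processed subunit at 1 µg/ml; raw spot fluorescence signals with no normalization applied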
Target sequence (P19838 1-433 limits assumed): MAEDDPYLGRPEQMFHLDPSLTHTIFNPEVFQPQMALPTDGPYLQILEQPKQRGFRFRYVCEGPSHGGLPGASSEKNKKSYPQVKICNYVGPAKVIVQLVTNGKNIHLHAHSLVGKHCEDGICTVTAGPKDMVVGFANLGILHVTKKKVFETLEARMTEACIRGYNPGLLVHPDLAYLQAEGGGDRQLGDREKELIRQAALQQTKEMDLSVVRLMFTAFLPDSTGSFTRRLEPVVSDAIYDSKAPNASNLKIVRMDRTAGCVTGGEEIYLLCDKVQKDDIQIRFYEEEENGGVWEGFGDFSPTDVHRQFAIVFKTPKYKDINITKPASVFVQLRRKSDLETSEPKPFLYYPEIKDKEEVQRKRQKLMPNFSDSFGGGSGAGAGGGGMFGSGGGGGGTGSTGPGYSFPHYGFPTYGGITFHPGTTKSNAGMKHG
Calls only; i = inactive.

# | structure | NFkB binder
1 | C[C@@H]1CCCCO[C@H](CN(C)C(=O)Nc2ccc(C(F)(F)F)cc2)[C@@H](C)CN([C@H](C)CO)C(=O)c2cc(NS(C)(=O)=O)ccc2O1 | i
2 | COC(Cc1nc2ccccc2s1)C(=O)O (centres undefined) | i
3 | CCO[C@@H]1OC(C(=O)N2CCN(Cc3ccc4c(c3)OCO4)CC2)=C[C@H](C2CC2)[C@H]1CCCO | i
4 | COc1cc(C2OCC3C(c4ccc(OC5OC(CO)C(O)C(O)C5O)c(OC)c4)OCC23)ccc1O (centres undefined) | i
5 | Nc1ncnc2c1ncn2C1CCC(CO)O1 (centres undefined) | i
6 | COc1ccc(NC(=O)NCCN2CCN(c3cc(OC)ccc3OC)CC2)cc1 | i
7 | Nc1nc2c(cnn2CCc2ccccc2)c2nc(-c3ccco3)nn12 | i
8 | COc1ccc([Si](C)(C)[C@@H]2[C@@H](CCO)O[C@]3(C(=O)N(C)c4c(Br)cc(C)cc43)[C@H]2C)cc1 | i
9 | Cc1ccc(OCC(=O)Nc2ccc3oc(-c4ccccc4C)nc3c2)cc1C | i
10 | C[C@H]1CN([C@@H](C)CO)C(=O)c2cc(NC(=O)C3CC3)ccc2O[C@@H]1CN(C)S(=O)(=O)c1ccccc1 | i
11 | C[C@H]1CN([C@@H](C)CO)C(=O)c2cccc(NS(=O)(=O)c3ccc(F)cc3)c2O[C@@H]1CN(C)Cc1ccc(C(F)(F)F)cc1 | i
12 | Cc1ccc(C(=O)Nc2cccc(OC(=O)c3cc(S(=O)(=O)N4CCCCC4)ccc3Cl)c2)cc1 | i
13 | CCCC(=O)N(CCc1c[nH]c2ccccc12)[C@@H]1CC(C(=O)NCCO)=C[C@H](Oc2c(I)cc(CO)cc2OC)[C@H]1O | i
14 | CNC[C@@H]1Oc2ccc(NC(=O)Nc3ccc(C(F)(F)F)cc3)cc2CC(=O)N([C@H](C)CO)C[C@@H]1C | i
15 | C[C@H](CO)N1C[C@H](C)[C@@H](CN(C)C)Oc2ccc(N(C)C)cc2C1=O | i
16 | C[C@H](CO)N1C[C@H](C)[C@@H](CN(C)C(=O)Nc2ccccc2)Oc2ccc(NC(=O)Cc3ccccc3)cc2CC1=O | i
17 | CC(C)(C)NC(=O)C(OC(=O)c1ccccc1)c1cccs1 (centres undefined) | i
18 | O=C(CCn1[nH]c(=O)c2ccccc2c1=O)NCc1ccccc1 | i
19 | Cc1noc(C)c1NC(=O)N(C)C[C@H]1Oc2c(NC(=O)C3CCOCC3)cccc2C(=O)N([C@H](C)CO)C[C@@H]1C | i
20 | COc1ccc(CN(C)C[C@H]2Oc3ccc(NS(=O)(=O)c4ccc(Cl)cc4)cc3C(=O)N([C@@H](C)CO)C[C@H]2C)cc1 | i

Some of the entries above in another layout.
2	COC(Cc1nc2ccccc2s1)C(=O)O (centres undefined)
- NFkB binder = i
1	C[C@@H]1CCCCO[C@H](CN(C)C(=O)Nc2ccc(C(F)(F)F)cc2)[C@@H](C)CN([C@H](C)CO)C(=O)c2cc(NS(C)(=O)=O)ccc2O1
- NFkB binder = i
18	O=C(CCn1[nH]c(=O)c2ccccc2c1=O)NCc1ccccc1
- NFkB binder = i
4	COc1cc(C2OCC3C(c4ccc(OC5OC(CO)C(O)C(O)C5O)c(OC)c4)OCC23)ccc1O (centres undefined)
- NFkB binder = i

(continued)
# | structure | NFkB binder
21 | CNC[C@@H]1Oc2ccc(NC(=O)Cc3ccccc3)cc2CC(=O)N([C@@H](C)CO)C[C@H]1C | i
22 | CCn1c(SCC(=O)Nc2cccc(Cl)c2Cl)nnc1-c1ccc([N+](=O)[O-])cc1 | i
23 | Cc1noc(C)c1NC(=O)N(C)C[C@H]1Oc2ccc(NS(C)(=O)=O)cc2CC(=O)N([C@H](C)CO)C[C@H]1C | i
24 | CC(C)[C@H](NC(=O)CNC(=O)OC(C)(C)C)C(=O)N[C@H](C=O)C(C)C | i
25 | C[C@@H]1CCCCO[C@@H](CN(C)C(=O)CCC(F)(F)F)[C@H](C)CN([C@@H](C)CO)C(=O)c2cc(NC(=O)Cc3ccccc3)ccc2O1 | i
26 | CC(C)=CCc1cc2c(c(CC=C(C)C)c1O)O[C@H](c1ccc(O)cc1)[C@@H](O)C2=O | i
27 | COc1ccc([Si](C)(C)[C@@H]2[C@@H](CCO)O[C@]3(C(=O)N(Cc4cccc(NC(C)=O)c4)c4ccccc43)[C@H]2C)cc1 | i
28 | COc1ccc(NC(=O)N(C)C[C@@H]2OCCCC[C@H](C)Oc3ccc(NC(=O)CCC(F)(F)F)cc3C(=O)N([C@@H](C)CO)C[C@@H]2C)cc1 | i
29 | O=C(Nc1ccccc1C(=O)N1CCOCC1)c1ccc(CN2CCOCC2)cc1 | i
30 | C[C@@H]1CN([C@@H](C)CO)C(=O)c2cc(NS(C)(=O)=O)ccc2O[C@@H](C)CCCCO[C@H]1CN(C)C | i
31 | CC(=O)c1cccc(NC(=O)CN2C(=O)c3ccccc3S2(=O)=O)c1 | i
32 | C[C@H](CO)N1C[C@H](C)[C@H](CN(C)C(=O)Nc2ccccc2)OCCCC[C@H](C)Oc2ccc(NC(=O)c3ccccc3)cc2C1=O | i
33 | COCCOC(=O)N1C(=O)[C@@]2(c3cc(C#CCCO)ccc31)[C@H](c1ccccc1OCCO)N1[C@H](c3ccccc3)[C@H](c3ccccc3)OC(=O)[C@H]1[C@@H]2C(=O)NC[C@H](O)c1ccccc1 | i
34 | Cn1c(SCC(=O)c2ccc3c(c2)Cc2ccccc2-3)nnc1-c1cccc(N)c1 | i
35 | C[C@@H]1CN([C@H](C)CO)C(=O)c2cccc(NC(=O)Nc3ccc(F)cc3)c2O[C@@H]1CN(C)C | i
36 | Cc1noc(C)c1S(=O)(=O)Nc1ccc2c(c1)C(=O)N([C@H](C)CO)C[C@@H](C)[C@@H](CN(C)C(=O)NC(C)C)OCCCC[C@H](C)O2 | i
37 | O=c1c(O[C@@H]2O[C@H](CO)[C@@H](O)[C@H](O)[C@H]2O)c(-c2ccc(O)cc2)oc2cc(O)cc(O)c12 | i
38 | Cc1noc(C)c1NC(=O)N(C)C[C@H]1Oc2c(NC(=O)c3cnccn3)cccc2C(=O)N([C@H](C)CO)C[C@@H]1C | i
39 | C[C@H](CO)N1C[C@H](C)[C@H](CN(C)S(=O)(=O)c2cccs2)Oc2ncc(C#Cc3ccccc3)cc2C1=O | i
40 | NC(=O)Cc1ccc(O)c(Cl)c1 | i
41 | CN1CCN(C(=O)C2=C[C@@H](c3coc4ccccc4c3=O)C[C@@H](OCc3ccc(CO)cc3)O2)CC1 | i
42 | C=CCNC(=O)[C@H]1[C@@H]2C(=O)O[C@@H](c3ccccc3)[C@@H](c3ccccc3)N2[C@@H](c2ccc(O)cc2)[C@]12C(=O)N(C(=O)OCCOC)c1ccc(C#CC3=CCCCC3)cc12 | i
43 | COc1ccc(CN(C)C[C@@H]2Oc3ccc(NC(=O)Cc4cn(C)c5ccccc45)cc3CC(=O)N([C@@H](C)CO)C[C@H]2C)cc1 | i
44 | COc1ccc(CN(C)C[C@@H]2Oc3c(NC(=O)Nc4ccc(C(F)(F)F)cc4)cccc3C(=O)N([C@H](C)CO)C[C@H]2C)cc1 | i
45 | Cc1c(CO)c2ccccc2n1Cc1ccccc1C#N | i
46 | O=C(O)c1ccc2nc(-c3ccccc3)c(-c3ccccc3)nc2c1 | i
47 | COc1cc2c(cc1OC)CN(C(=O)[C@H]1[C@@H]3C(=O)O[C@@H](c4ccccc4)[C@@H](c4ccccc4)N3[C@@H](c3ccccc3OCCO)[C@]13C(=O)Nc1ccccc13)CC2 | i
48 | C[C@H](CO)N1C[C@H](C)[C@H](CN(C)Cc2ccc3c(c2)OCO3)Oc2ccc(NC(=O)Nc3ccc(F)cc3)cc2CC1=O | i
49 | NC(=O)NCC#Cc1ccc2c(c1)[C@]1(C(=O)N2)[C@H](c2ccccc2OCCO)N2[C@H](c3ccccc3)[C@H](c3ccccc3)OC(=O)[C@H]2[C@@H]1C(N)=O | i
50 | C[C@@H]1CN([C@H](C)CO)C(=O)Cc2cc(NC(=O)Nc3ccc4c(c3)OCO4)ccc2O[C@@H]1CN(C)C(=O)Nc1ccc2c(c1)OCO2 | i

Quoted at random: two entries already listed, in no set order.
# | structure | NFkB binder
43 | COc1ccc(CN(C)C[C@@H]2Oc3ccc(NC(=O)Cc4cn(C)c5ccccc45)cc3CC(=O)N([C@@H](C)CO)C[C@H]2C)cc1 | i
48 | C[C@H](CO)N1C[C@H](C)[C@H](CN(C)Cc2ccc3c(c2)OCO3)Oc2ccc(NC(=O)Nc3ccc(F)cc3)cc2CC1=O | i

Next results follow:
# | structure | NFkB binder
51 | CC1CCc2c(sc(NC(=O)CCN3C(=O)c4ccccc4C3=O)c2C#N)C1 (centres undefined) | i
52 | Cc1cc(C(=O)Nc2ccc(OCC(=O)O)cc2)ccc1[N+](=O)[O-] | i
53 | CC(C)NC(=O)N(C)C[C@@H]1OCCCC[C@@H](C)Oc2ccc(NS(C)(=O)=O)cc2C(=O)N([C@H](C)CO)C[C@@H]1C | i
54 | CC(C)(C)[C@H]1C=C(C(=O)Nc2ccccc2)O[C@@H](OCCCCO)C1 | i
55 | O=C(Nc1ccccc1)C1=C[C@@H](c2ccc(C(F)(F)F)cc2)C[C@@H](OCc2ccc(CO)cc2)O1 | i
56 | CNC[C@H]1Oc2c(NS(C)(=O)=O)cccc2C(=O)N([C@H](C)CO)C[C@@H]1C | i
57 | COC(=O)Cc1csc(Nc2c(C)n(C)n(-c3ccccc3)c2=O)n1 | i
58 | COCCOC(=O)N1C(=O)[C@@]2(c3cc(C#CCNC(N)=O)ccc31)[C@H](C(=O)N1CCN(c3ncccn3)CC1)[C@H]1C(=O)O[C@H](c3ccccc3)[C@H](c3ccccc3)N1[C@@H]2c1ccccc1OCCO | i
59 | Cc1noc(C)c1NC(=O)Nc1ccc2c(c1)C(=O)N([C@@H](C)CO)C[C@H](C)[C@H](CN(C)S(=O)(=O)c1cccs1)OCCCC[C@H](C)O2 | i
60 | C[C@H](CO)N1C[C@H](C)[C@@H](CN(C)Cc2ccncc2)OCCCC[C@H](C)Oc2ccc(NS(C)(=O)=O)cc2C1=O | i
61 | C[C@H](CO)N1C[C@H](C)[C@H](CN(C)Cc2ccncc2)Oc2ncc(C#Cc3ccc(F)cc3)cc2C1=O | i
62 | Cc1ccc(S(=O)(=O)Nc2ccc3c(c2)C(=O)N([C@H](C)CO)C[C@H](C)[C@H](CN(C)C(=O)c2ccccc2)OCCCC[C@@H](C)O3)cc1 | i
63 | Cc1ccc(S(=O)(=O)NC(Cc2c[nH]c3ccccc23)C(=O)O)cc1 (centres undefined) | i
64 | COC1(C2=NCCN2)COc2ccccc2O1 (centres undefined) | i
65 | Cc1cc(C)n2c(SCc3c(C)noc3C)nnc2n1 | i
66 | CS(=O)(=O)N(CC(=O)Nc1c(F)cccc1F)c1ccccc1 | i
67 | NC(=O)CSc1nc2ccccc2n1CC(=O)N1CCCCC1 | i
68 | COc1ccc(S(=O)(=O)Nc2cccc3c2O[C@H](CN(C)Cc2ccc(C(=O)O)cc2)[C@@H](C)CN([C@@H](C)CO)C3=O)cc1 | i
69 | COc1cc(NC(=O)CSc2ccccc2)c(C(=O)O)cc1OC | i
70 | C[C@@H]1CCCCO[C@@H](CN(C)C(=O)NC2CCCCC2)[C@@H](C)CN([C@H](C)CO)C(=O)c2cc(NC(=O)NC3CCCCC3)ccc2O1 | i
71 | COc1ccc(NC(=O)N(C)C[C@@H]2Oc3c(NC(=O)c4cc(C)nn4C)cccc3C(=O)N([C@H](C)CO)C[C@@H]2C)cc1 | i
72 | C[C@@H]1CN([C@H](C)CO)C(=O)c2cccc(NC(=O)Nc3ccc(C(F)(F)F)cc3)c2O[C@H]1CN(C)S(=O)(=O)c1cn(C)cn1 | i
73 | CO[C@H]1O[C@H](CO)[C@@H](OC(=O)Nc2ccc3c(c2)OCO3)[C@H](OC(=O)Nc2ccccc2)[C@@H]1OC(=O)Nc1ccccc1 | i
74 | C[C@H](CO)N1C[C@H](C)[C@H](CN(C)C(=O)NC2CCCCC2)Oc2ccc(NS(=O)(=O)c3ccccc3)cc2CC1=O | i
75 | C[C@@H]1CCCCO[C@@H](CN(C)C(=O)C2CCCCC2)[C@H](C)CN([C@H](C)CO)C(=O)c2cc(NC(=O)Nc3ccccc3)ccc2O1 | i
76 | C[C@H](CO)N1C[C@H](C)[C@@H](CN(C)Cc2ccncc2)Oc2ccc(NC(=O)C3CC3)cc2C1=O | i
77 | C[C@H](CO)N1C[C@H](C)[C@@H](CN(C)Cc2ccc3cccnc3c2)OCc2cn(nn2)CCCC1=O | i
78 | CN1CCN(C(=O)C2=C[C@@H](c3ccc4c(c3)OCO4)C[C@@H](OCc3ccc(CO)cc3)O2)CC1 | i
79 | COc1ccccc1NC(=O)C(Cc1ccccc1)N1C(=O)C2C3c4ccccc4C(c4ccccc43)C2C1=O (centres undefined) | i
80 | COc1ccc(S(=O)(=O)N(C)C[C@@H]2Oc3c(NC(=O)c4ccncc4)cccc3C(=O)N([C@@H](C)CO)C[C@@H]2C)cc1 | i
81 | COc1ccc(OC)c(-c2cc(C(=O)NC(C)c3ccc(OC)c(OC)c3)c3ccccc3n2)c1 (centres undefined) | i
82 | C[C@H](CO)N1C[C@H](C)[C@H](CN(C)Cc2ccncc2)Oc2ccc(N(C)C)cc2C1=O | i
83 | C[C@H](CO)N1C[C@H](C)[C@@H](CN(C)C)Oc2c(NC(=O)Nc3ccc(C(F)(F)F)cc3)cccc2C1=O | i
84 | C[C@@H]1CN([C@@H](C)CO)C(=O)c2cc(NC(=O)Nc3ccc(F)cc3)ccc2O[C@@H](C)CCCCO[C@H]1CN(C)C(=O)Nc1cccc2ccccc12 | i
85 | C[C@H]1CN([C@@H](C)CO)C(=O)c2cccc(NC(=O)c3ccncc3)c2O[C@@H]1CN(C)Cc1ccc(C(=O)O)cc1 | i
86 | C[C@H]1CN([C@@H](C)CO)C(=O)Cc2cc(NS(C)(=O)=O)ccc2O[C@@H]1CN(C)C(=O)NC1CCCCC1 | i
87 | Cc1noc(C)c1NC(=O)N(C)C[C@@H]1Oc2c(NC(=O)c3nc4ccccc4s3)cccc2C(=O)N([C@H](C)CO)C[C@H]1C | i
88 | C[C@H](CO)N1C[C@H](C)[C@H](CN(C)C(=O)Nc2cccc3ccccc23)Oc2ccc(NS(=O)(=O)c3cn(C)cn3)cc2CC1=O | i

Only part of the results is shown; rates above refer to the full screens.
